# V-ATPase pHluor: yeast V-ATPase proton transport regulation by pHLuorin. S. cerevisiae, pHLuorin cytosolic pH fluorescence. response, % at 10 µM. 0.37% of 350,000 active; in the data active means response mostly above about 7.3%, no sharp cut-off; inactive means mostly below about 5.4%; further: actives read high; inactives centre near 0; some compounds called inactive have numbers as strong as hits; reference of the scale not given here
# Arrestin-AP2 inh: human beta-arrestin and AP2 interaction inhibition; AID 504490; FITC-arrestin peptide / GST-AP2 beads, flow cytometry; AP2 beta2 appendage carries R879A mutation; inhibition, % at 10 µM; 0.31% of 340,000 active;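 active means inhibition above a set limit, near 3 SD of compounds lacking own fluorescence, cut at about 54% in these data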;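 further: plate controls were DMSO wells for no effect and 5 µM unlabelled arrestin peptide for full effect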
#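 Measured by: flow cytometry, FL1 (488/535 nm); Material: AP2 appendage R879A on GSH beads; Evaluation: percent response; Timing: pre-incubation 12 min, peptide binding 1 h, room temperature; Also added: 50 nM FITC-arrestin peptide; Medium: PBS with 0.05% Tween 20 and 0.1% BSA.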
# PKA-R2B activ: activates the human PKA-R2B holoenzyme complex; P22694+P31323; PKA-R2B holoenzyme dissociation, Cy5-IP20 fluorescence polarization; R2B truncated from residue 108, S112A mutant; 0% DMSO only, 100% 113 µM cGMP; activation, % at 11.4 µM; 0.079% of 340,000 active; AID 504700;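 active means activation above a cutoff set at the mean over all compounds plus 3 SD, cut at about 18% in these data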;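 further: higher means more holoenzyme dissociation and a rise in polarization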
# HTR5A ag: HTR5A agonism, opioid heterodimer counter-screen | P47898 | HTR5A agonist assay, luminescence, cell-based | activation, % at 9.3 µM | 0.61% of 340,000 active | AID 504692; in the data active means activation mostly above about 9.5%, no sharp cut-off; inactive means mostly below about 7.6%;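 further: 0% = cells with vehicle only and 100% = reference agonist; strong numbers were not always called active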
# MOR-DOR ag: OPRM1-OPRD1 heterodimerization agonism. P35372+P41143. cells, luminescence. activation, % at 9.3 µM. 0.3% of 340,000 active; in the data active means activation above about 18%;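 further: 0% = vehicle-treated cells and 100% = reference agonist; values of inactives mirror those of a sister screen read the other way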
# Target sequence (P35372 whole entry, looked up): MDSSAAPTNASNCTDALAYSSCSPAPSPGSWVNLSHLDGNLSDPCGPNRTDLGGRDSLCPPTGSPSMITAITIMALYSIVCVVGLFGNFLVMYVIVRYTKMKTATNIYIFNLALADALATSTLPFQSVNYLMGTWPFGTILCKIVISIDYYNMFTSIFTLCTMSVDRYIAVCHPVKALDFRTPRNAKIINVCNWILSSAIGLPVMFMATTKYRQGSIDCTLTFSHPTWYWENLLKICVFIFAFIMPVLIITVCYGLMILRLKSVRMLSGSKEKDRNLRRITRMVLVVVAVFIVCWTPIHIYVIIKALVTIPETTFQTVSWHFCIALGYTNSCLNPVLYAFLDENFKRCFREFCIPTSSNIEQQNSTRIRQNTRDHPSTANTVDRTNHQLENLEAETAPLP
# Target sequence (P41143 whole entry, looked up): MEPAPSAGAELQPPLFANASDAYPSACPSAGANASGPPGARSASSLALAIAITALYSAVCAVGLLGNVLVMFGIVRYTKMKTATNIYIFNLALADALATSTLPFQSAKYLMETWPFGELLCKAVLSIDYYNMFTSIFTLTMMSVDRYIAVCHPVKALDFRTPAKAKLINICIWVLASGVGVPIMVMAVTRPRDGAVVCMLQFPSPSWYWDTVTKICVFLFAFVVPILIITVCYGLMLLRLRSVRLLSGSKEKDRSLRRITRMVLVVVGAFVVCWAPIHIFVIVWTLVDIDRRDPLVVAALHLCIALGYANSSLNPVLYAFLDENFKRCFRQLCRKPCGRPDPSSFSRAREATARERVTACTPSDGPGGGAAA
# PKA-R1A act: activates the PKA-R1A holoenzyme complex; 0.083% of 340,000 active; P00514+P68181; AID 504707; PKA-R1A dissociation, Cy5-IP20 fluorescence polarization; scaled: DMSO 0%, 113 µM cGMP 100%; activation, % at 11.4 µM;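 active means percent activation above the mean of all tested compounds plus 3 SD, cut at about 19% in these data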;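 further: higher means more PKAc released from R1A so a rise in polarization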
# Pemphigus Ab inh: human desmoglein-3 autoantibody binding inhibition; AID 588358; P32926; 0.48% of 310,000 active; binding (percent of control), % at 10 µM; DSG3-coupled beads, scFv-anti-DSG3-GFP binding, flow cytometry; active compounds read low;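 active means binding more than 3 SD below its plate's average and above zero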;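 further: hits lower antibody fragment binding to DSG3; some compounds called inactive have numbers as strong as hits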
# MOR-DOR inv ag: inverse agonist of human OPRM1-OPRD1 heterodimerization. cell-based MOR-DOR heterodimer luminescence, inverse agonism. inhibition, % at 9.3 µM. 0.21% of 340,000 active. AID 504357; in the data active means inhibition above about 22%, passing the limit was not always enough;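 further: 0% = cells with DMSO and 100% = wells without cells with DMSO; values of inactives mirror those of a sister screen read the other way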
# DAGLB inh: blocks human DAGLB lipase activity | Q8NCG7 | HEK293T DAGLB membrane lysate, EnzChek fluorogenic substrate | inhibition, % at 5.17 µM | 0.059% of 340,000 active | AID 504411; in the data active means inhibition above about 34%;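 further: 0% = enzyme with vehicle and 100% = wells lacking enzyme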
# HTR5A inv ctr: counter-screen for OPRM1-OPRD1 inverse agonists: human HTR5A inverse agonism; inhibition, % at 9.3 µM; HTR5A cell line, luminescence; AID 504634; P47898; 0.083% of 340,000 active; in the data active means inhibition mostly above about 23%, no sharp cut-off; inactive means mostly below about 18%;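 further: 0% = cells with DMSO and 100% = no-cell wells with DMSO; some compounds called inactive have numbers as strong as hits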
# The depositor's hits bear a star; · = no result given; & = joins results of further samples.
No.	Molecule	V-ATPase pHluor	Arrestin-AP2 inh	PKA-R2B activ	HTR5A ag	MOR-DOR ag
1	O=C1/C(=C/c2ccc(F)cc2)SC(=S)N1Nc1ncc(C(F)(F)F)cc1Cl	0	0	-7	2	3.8
2	COc1ccc(NC(=O)CSc2nc3[nH]c(=O)cc(O)c3s2)c(OC)c1	-5	-1	-11	0	-4.3
3	COc1ccc(NC(=O)CN(C)C(=O)c2c(C)nn(Cc3ccc(C)cc3)c2Cl)cc1	-1	-5	-1	1	-2.2
4	CC(C)c1ccc2[nH]c(O)c(N=NC(=S)NCCc3ccccc3)c2c1	-2	26	2	-1	2.5
5	O=C(C1CCC(=O)N1Cc1cccs1)N1CCOCC1 (stereo unspecified)	3	4	-3	5	-0.7
6	N#Cc1c(NC(=O)c2ccco2)sc2c1CCC2	1	-3	1	-1	-3.4
7	O=C(CNC(=O)c1ccccc1Br)N/N=C/c1ccc(O)cc1	1	-15	-14	-2	0.1
8	CN=C1SC(C(=O)Nc2ccccc2Cl)CC(=O)N1c1ccc(OC(F)(F)Cl)cc1 (stereo unspecified)	-1	-9	-8	5	-2.0
9	COc1cc(/C=C\C(=O)Nc2cc(=O)n(C)c(=O)n2C)cc(OC)c1OC	-1	-37	-3	-2	-4.0
10	CCSc1ncnc2c1oc1ccccc12	-7	2	-2	0	1.6
11	COc1ccc(S(=O)(=O)N2CCC[C@H]2C(=O)NC2=NCCS2)cc1	-10	12	-1	-4	-1.2
12	CN(CCOc1ccc(CC2SC(=O)NC2=O)cc1)c1ccccn1 (stereo unspecified)	-2&1	-2&-9	-3&-12	3&4	-2.1&-2.0
13	CCN(C(=O)c1ccco1)c1nnc(-c2ccc(OC)cc2)s1	3	-3	-5	0	0.5
14	O=C(O)c1cc(S(=O)(=O)NCCOc2ccccc2)ccc1Cl	3	10	-3	1	-1.8
15	COc1cc(OC)c(-n2cc(-c3ccc(Cl)cc3)[nH]c2=O)cc1Cl	-4	14	-12	6	-2.0

No.	PKA-R1A act	Pemphigus Ab inh	MOR-DOR inv ag	DAGLB inh	HTR5A inv ctr
1	7	102	-22	-2	-53
2	-13	·	18	2	0
3	-9	·	8	0	7
4	7	85	-16	8	2
5	0	99	4	1	-15
6	2	98	23	0	-9
7	0	103	-1	0	6
8	-3	98	10	-1	4
9	3	116	19	0	6
10	-4	102	-8	0	9
11	-6	100	6	1	-2
12	0&-2	125&107	12&11	1&3	-4&-44
13	7	98	-3	-8	8
14	-1	97	7	1	-3
15	12	99	11	-1	-22

# Complete entries, quoted from the list. Values in the order: V-ATPase pHluor | Arrestin-AP2 inh | PKA-R2B activ | HTR5A ag | MOR-DOR ag | PKA-R1A act | Pemphigus Ab inh | MOR-DOR inv ag | DAGLB inh | HTR5A inv ctr
# Profile of O=C1/C(=C/c2ccc(F)cc2)SC(=S)N1Nc1ncc(C(F)(F)F)cc1Cl → 0 | 0 | -7 | 2 | 3.8 | 7 | 102 | -22 | -2 | -53
# Profile of N#Cc1c(NC(=O)c2ccco2)sc2c1CCC2 → 1 | -3 | 1 | -1 | -3.4 | 2 | 98 | 23 | 0 | -9
# Profile of CCSc1ncnc2c1oc1ccccc12 → -7 | 2 | -2 | 0 | 1.6 | -4 | 102 | -8 | 0 | 9
# Profile of CC(C)c1ccc2[nH]c(O)c(N=NC(=S)NCCc3ccccc3)c2c1 → -2 | 26 | 2 | -1 | 2.5 | 7 | 85 | -16 | 8 | 2

# (listing goes on)
No.	Molecule	V-ATPase pHluor	Arrestin-AP2 inh	PKA-R2B activ	HTR5A ag	MOR-DOR ag
16	COC(=O)c1cc(NC(=O)c2cc(-c3ccc(C(F)(F)F)cc3)oc2C(F)(F)F)ccc1N1CCOCC1	5	-8	3	4	-0.4
17	O=C(CCc1ccccc1)NNC(=O)c1ccc(Br)cc1	3	3	1	-2	-2.5
18	CC(C)CN(C(=O)CN(C)CC(=O)Nc1ccc(Cl)c(C(F)(F)F)c1)c1c(N)n(CC(C)C)c(=O)[nH]c1=O	5	-4	-1	4	-0.2
19	COc1ccc(-n2c(=O)[nH]cc(C(=O)Nc3ccccc3)c2=O)cc1	2	2	-1	-5	-0.5
20	O=C(COC(=O)c1ccc2c(c1)OCO2)Nc1ncc(Cl)cc1Cl	·	-1	-10	-2	-1.7
21	C=CCNC(=O)C1=NOC(CNC(=O)c2c(-c3ccccc3Cl)noc2C)C1 (stereo unspecified)	5	-10	10	-11	-0.9
22	COc1ccc(C(=O)Nc2ccc3nc(C)sc3c2)cc1OC	0	-20	-2	-3	-2.6
23	Cc1cccc([C@@H]2[C@@H]3C(=O)N(Cc4ccccc4)C(=O)[C@@H]3[C@]3(Cc4ccc(Cl)cc4)C(=O)N(c4ccccc4)C(=O)N23)c1	0	-3	4	8	-2.0
24	COc1ccccc1-c1nnc(SCC(=O)OC(C)C)o1	-5	-2	-2	-2	0.2
25	CC(C)c1ccc(N(CC(=O)NCc2cccnc2)S(=O)(=O)c2ccccc2)cc1	-2	-2	-4	2	0.2
26	CC1(C)CC(=O)c2sc(N)nc2C1	7	-1	-4	-1	-0.5
27	COc1ccc(NC(=O)NCCc2ccc(Cl)cc2)cc1OC	0	7	-3	-2	-0.4
28	CCOC(=O)c1ccc(N2CSC3=C(C#N)C(c4ccc(OC)cc4OC)CC(=O)N3C2)cc1 (stereo unspecified)	7	4	-9	13	4.1
29	N#Cc1cn(-c2ccccc2)nc1-c1ccc2c(c1)OCCO2	5	4	3	2	7.3
30	COc1cccc(CC(=O)Nc2nc(C)cs2)c1	1	44	0	0	-2.2

No.	PKA-R1A act	Pemphigus Ab inh	MOR-DOR inv ag	DAGLB inh	HTR5A inv ctr
16	5	108	2	1	-12
17	-5	96	13	-2	4
18	-3	93	1	5	-14
19	1	102	3	2	15
20	-6	104	12	0	12
21	-4	92	5	1	24
22	-9	101	12	0	7
23	1	99	11	5	-22
24	-1	100	-1	1	2
25	6	98	-1	0	-5
26	-3	105	2	-1	-14
27	-8	94	2	-4	-8
28	-16	101	-24	-10	-39
29	-2	-0.9*	-43	-8	-35
30	-10	107	12	0	3

# Following part.
No.	Molecule	V-ATPase pHluor	Arrestin-AP2 inh	PKA-R2B activ	HTR5A ag	MOR-DOR ag
31	O=C(NCCc1ccc2c(c1)OCCO2)c1cc(F)cc(F)c1	1	1	11	2	-1.8
32	CCCN1C(=O)SC(CC(=O)Nc2ccccc2C)C1=O (stereo unspecified)	·	14	-6	-4	-1.9
33	CCc1nn(C(C)C(=O)NC(C)CCc2ccco2)c(=O)c2cc3occc3n12 (stereo unspecified)	1	3	-2	6	-1.9
34	Cc1ccc(S(=O)(=O)N2CCCCC2)cc1C(=O)Nc1ccc2cn[nH]c2c1	4	-1	8	5	-1.5
35	Cc1cc(C)c(S(=O)(=O)N2CCCC(C(=O)NCc3cccnc3)C2)c(C)c1 (stereo unspecified)	1	-10	-12	4	-1.6
36	COc1cccc(CCNC(=O)C2CCC(=O)N(C3CC3)C2)c1OC (stereo unspecified)	5	1	-7	-1	-3.6
37	CC(=O)Nc1ccc(C(=O)Nc2ccc(S(=O)(=O)N3CCCC3)cc2)cc1	0	23	-12	-4	-1.2
38	Cc1ccc(OCC(=O)NC(=S)Nc2ccc(S(=O)(=O)Nc3cc(C)on3)cc2)c(Br)c1	0	-2	4	-2	-3.1
39	O=C(/C=C\c1ccco1)Nc1nc(-c2ccc3ccccc3c2)cs1	3	4	1	11	5.2
40	CCOC(=O)Nc1sc(C)c(C)c1C(=O)OCC	2	4	4	13*	7.2
41	COc1ccc(OCCN2CCN(C(=O)c3ccc(OC)c(OC)c3)CC2)cc1	-5	22	7	3	2.4
42	CC(=O)Nc1ccc(CCNC(=O)c2ccc3ccccc3c2O)cc1	3	28	-7	-2	-0.7
43	COCc1ccc(C(=O)N2CCCC(Nc3ccc(F)c(F)c3)C2)s1 (stereo unspecified)	3	-11	-9	-3	-2.2
44	CCOC(=O)C1[C@H]2C(=O)N(CCCOC)C[C@]23C=C[C@H]1O3 (stereo partly specified)	-3	2	-7	-2	-1.1
45	COc1ccc(NC(=O)COC(=O)Cc2coc3cc(OC)ccc23)c(OC)c1	-1	-18	-1	1	-1.6

No.	PKA-R1A act	Pemphigus Ab inh	MOR-DOR inv ag	DAGLB inh	HTR5A inv ctr
31	-9	109	10	-1	-2
32	-11	97	11	3	22
33	1	102	10	1	-15
34	7	94	9	-2	-4
35	-2	113	9	2	-4
36	5	·	18	-3	6
37	-2	107	7	-4	-7
38	-3	98	16	2	4
39	-13	·	-25	-1	-29
40	-2	·	-35	-9	-7
41	-4	105	-17	-1	-8
42	7	·	3	-3	9
43	9	109	12	-2	-3
44	7	106	6	-1	0
45	0	130	9	-5	-3

# Another view of two compounds above.
no.	molecule	V-ATPase pHluor	Arrestin-AP2 inh	PKA-R2B activ	HTR5A ag	MOR-DOR ag	PKA-R1A act	Pemphigus Ab inh	MOR-DOR inv ag	DAGLB inh	HTR5A inv ctr
25	CC(C)c1ccc(N(CC(=O)NCc2cccnc2)S(=O)(=O)c2ccccc2)cc1	-2	-2	-4	2	0.2	6	98	-1	0	-5
26	CC1(C)CC(=O)c2sc(N)nc2C1	7	-1	-4	-1	-0.5	-3	105	2	-1	-14

# The listing continues:
No.	Molecule	V-ATPase pHluor	Arrestin-AP2 inh	PKA-R2B activ	HTR5A ag	MOR-DOR ag
46	COc1ccccc1NC(=O)c1cccnc1	0	3	-5	-3	0.5
47	COc1ccc(C(=O)n2nc(-c3ccco3)nc2N)cc1	-4	-3	-2	-2	-1.6
48	COc1ccc(C(=O)N2CCCCC2C(=O)Nc2ccc(-n3nc(C)cc3C)cc2)o1 (stereo unspecified)	0	-7	-6	1	-1.8
49	O=C(O)Cn1nnc(-c2ccc(OCc3ccccc3Cl)cc2)n1	-1	-4	-1	2	-2.8
50	Cc1nc(SC(C(=O)c2ccccc2)c2ccccc2)n[nH]1 (stereo unspecified)	0	0	-8	0	-2.2
51	Cc1n[nH]c(=S)n1/N=C/c1ccc(OCc2ccc(Cl)cc2Cl)cc1	0	16	11	-3	2.4
52	CC(C)CC1C(=O)N(Cc2cn(CC3CCCCC3)nn2)CCS(=O)(=O)N1Cc1ccc(-c2cccc(CO)c2)cc1 (stereo unspecified)	0	·	-5	·	·
53	CCOC(=O)c1c(N2C(=O)C3C4C=CC(C4)C3C2=O)sc2c1CCC(C)C2 (stereo unspecified)	-1	-4	-9	4	-1.8

No.	PKA-R1A act	Pemphigus Ab inh	MOR-DOR inv ag	DAGLB inh	HTR5A inv ctr
46	3	114	-3	-2	-14
47	8	112	10	-3	-1
48	7	93	10	0	2
49	0	95	12	-3	-6
50	-9	108	11	-2	-12
51	2	96	-15	-6	8
52	2	·	·	-2	·
53	3	99	11	1	-2

# Screening results: PubChem BioAssay, several laboratories
